TRPC6 inh: blocks the mouse TRPC6 cation channel; Q61143; HEK293-TRPC6, membrane potential dye, ACh-evoked depolarization; stronger effect = lower value; B-score at 10 µM; 1.1% of 310,000 active; AID 2553;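 active = B-score under library mean minus 3 SD, initial fluorescence not abnormally high, positive integrated signal ratio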;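 also: B-score derived from integrated fluorescence ratio over the kinetic read; more negative B-score means stronger inhibition of depolarization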
Target sequence (Q61143 whole entry, looked up): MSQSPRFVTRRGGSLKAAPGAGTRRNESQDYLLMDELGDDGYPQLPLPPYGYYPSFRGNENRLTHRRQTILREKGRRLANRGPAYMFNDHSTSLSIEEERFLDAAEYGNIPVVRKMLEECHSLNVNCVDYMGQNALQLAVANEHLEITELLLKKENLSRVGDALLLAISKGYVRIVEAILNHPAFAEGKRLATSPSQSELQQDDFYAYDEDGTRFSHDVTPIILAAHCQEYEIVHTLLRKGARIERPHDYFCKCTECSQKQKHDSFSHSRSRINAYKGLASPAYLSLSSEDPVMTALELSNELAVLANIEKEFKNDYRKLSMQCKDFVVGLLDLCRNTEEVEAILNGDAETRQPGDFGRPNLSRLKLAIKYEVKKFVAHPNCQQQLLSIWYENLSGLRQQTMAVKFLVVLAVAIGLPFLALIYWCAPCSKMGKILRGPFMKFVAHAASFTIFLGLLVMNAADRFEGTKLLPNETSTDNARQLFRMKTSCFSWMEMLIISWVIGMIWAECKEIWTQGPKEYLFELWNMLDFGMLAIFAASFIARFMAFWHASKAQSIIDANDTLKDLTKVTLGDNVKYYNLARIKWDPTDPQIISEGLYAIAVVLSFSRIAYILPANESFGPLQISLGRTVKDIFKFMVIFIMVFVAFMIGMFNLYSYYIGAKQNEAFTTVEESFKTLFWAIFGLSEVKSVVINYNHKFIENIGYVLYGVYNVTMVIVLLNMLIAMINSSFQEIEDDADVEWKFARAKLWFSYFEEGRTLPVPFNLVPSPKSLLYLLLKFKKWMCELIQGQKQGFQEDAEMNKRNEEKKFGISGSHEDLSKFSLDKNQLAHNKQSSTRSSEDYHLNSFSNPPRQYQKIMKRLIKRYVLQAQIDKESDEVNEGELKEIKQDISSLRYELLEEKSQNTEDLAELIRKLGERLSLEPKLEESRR
TRPC4 agonist: TRPC4 (mouse) channel activation. B-score at 10 µM. HEK293 TRPC4beta/mu-opioid, Fluo4 calcium fluorescence; stronger effect = higher value. Q9QUQ5. 0.49% of 310,000 active;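 active = B-score above 5 SD of library B-scores, and initial fluorescence ratio not above library mean plus 5 SD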;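 also: positive B-score marks a calcium rise read as TRPC4 activation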
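Technique: kinetic Fluo4 calcium fluorescence; Test system: TRPC4beta and mu-opioid receptor HEK293 stable cells; Measure: B-scored integrated calcium fluorescence ratio; Benchmarks: low control buffer alone, high control maximal DAMGO; Schedule: 45 min room-temperature Fluo4 loading, 110 s read.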
TRPC6 act: activates the mouse TRPC6 cation channel. HEK293-TRPC6 membrane potential dye fluorescence; stronger effect = higher value. B-score at 10 µM. 0.13% of 310,000 active. AID 2550;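 active = B-score of the integrated fluorescence ratio above library mean plus 3 SD, and starting fluorescence ratio within library mean plus 5 SD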;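 also: higher score means more depolarization so channel activation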
MrgX1 antag: antagonists of human MrgX1 receptor. Q96LB2. MRGX1-HEK293 calcium flux, Fluo-4, BAM8-22 antagonism; stronger effect = lower value. B-score at 10 µM. 1.3% of 310,000 active. AID 588676;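 active = calcium-response B-score plate-corrected more than 3 library SD below zero, starting fluorescence within 5 deviations, no agonist response on first addition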;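 also: peak minus trough fluorescence over baseline after final BAM8-22 challenge near maximal dose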
SKKanGAS inh: SKKanGAS growth inhibition; inhibition, % at 7.5 µM; S. pyogenes SKKanGAS, kanamycin growth, BacTiter-Glo, 6 h; 1.3% of 300,000 active;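 active = mean replicate score, as percent of positive control median, at least 50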;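 also: strain carries kanamycin resistance gene driven by streptokinase promoter and grows in 40 µg/ml kanamycin; loss of luminescence reflects streptokinase promoter inhibition or plain growth inhibition; 0% = median of DMSO wells and 100% = positive control at its reference dose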
KLF5 inh: inhibitors of KLF5 expression; DLD-1 KLF5 promoter-luciferase reporter, luminescence; inhibition, % at 5 µM; 0.23% of 290,000 active;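 active = inhibition above a per-plate limit of that plate's mean compound inhibition plus 3 SD, cut at about 60% in these data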;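 also: 0% = DMSO wells and 100% = LY294002 at 200 µM; higher means less KLF5 promoter-driven luciferase light; inactives centre near -14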
IEC-6 tox: counter-screen for KLF5 inhibitors: cytotoxicity in IEC-6 cells; IEC-6 cytotoxicity, luminescence viability; inhibition, % at 5 µM; 0.78% of 290,000 active; AID 1825; in the data active = inhibition above about 22%;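 also: 0% = plate median of test compound wells and 100% = cytotoxic reference compound wells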
aSyn UTR inh: 5' untranslated region of α-synuclein, MLPCN primary screen. alpha-synuclein 5'UTR reporter, inhibitor activity. inhibition, % (tested at 7.5 µM). 0.82% of 300,000 active. AID 1813; in the data active = inhibition above about 60%;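 also: H4 neuroglioblastoma cells stably carrying SNCA 5'UTR luciferase fusion; 0% = DMSO wells and 100% = positive control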
HIF act: HIF pathway transcriptional activation. U2OS HRE-luciferase reporter, luminescence; normalized: DMSO 0%, desferrioxamine 100%. activation, % at 7.5 µM (by protocol). 0.32% of 300,000 active. AID 1910;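 active = mean activation of at least 10% of the iron chelator positive control signal, with at least half of replicates also reaching 10%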
TRPC4 inh: inhibitors of mouse TRPC4 channel; Q9QUQ5; HEK293 TRPC4beta/mu-opioid, DAMGO-evoked Fluo4 calcium flux; stronger effect = lower value; B-score at 10 µM; 0.39% of 300,000 active;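 active = B-score over 3 SD under the library average, no early fluorescence shift, positive overall ratio signal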
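material = TRPC4beta/mu-opioid receptor HEK293 cell line | probe or stimulus = sequential submaximal and maximal DAMGO stimulation | compound dosing = one concentration per compound | measured by = Fluo4 Ca2+ flux fluorescence | evaluation = integrated fluorescence ratio relative to baseline, converted to per-well B score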
TRPC4 PAM: allosterically enhances the mouse TRPC4 cation channel. 0.42% of 310,000 active. HEK293 TRPC4beta/mu-opioid, DAMGO EC20, Fluo-4 Ca2+ flux; stronger effect = higher value. Q9QUQ5. B-score at 10 µM;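 active = B-score of calcium response area above 5 SD of library B-scores, with initial fluorescence ratio within 5 SD of library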;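 also: B-score of integrated fluorescence ratio over time as area under calcium response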
* = called active by the depositor; i = inactive; / = not tested or not shown.

smiles,TRPC4 PAM,MrgX1 antag,HIF act,TRPC4 inh,SKKanGAS inh,aSyn UTR inh,TRPC6 act,KLF5 inh,TRPC6 inh,IEC-6 tox,TRPC4 agonist
O=C(Nc1ccccc1F)C1CC1c1ccccc1 (stereo not drawn),i,i,1.2,i,-1,-37,i,-2,i,0,i
O=C(NC(Cc1ccccc1)C(=O)O)/C(=C\c1ccccc1F)NC(=O)c1ccccc1 (stereo not drawn),i,i,0.0,i,5,9,i,-10,i,-3,i
CN(C)c1ccc(NC(=S)NC23CC4CC(CC(C4)C2)C3)cc1,i,i,3.3,i,-5,-129,i,-117,i,6,i
CC(NC(=O)CN(c1ccccc1F)S(C)(=O)=O)c1ccccc1 (stereo not drawn),i,i,0.4,i,4,-6,i,-26,i,0,i
CC(C)NCCCCOc1ccc(Br)cc1Cl,i,i,-0.2,i,4,-1,i,0,i,2,i
CCNC(=S)Nc1ccc(N(c2ccccc2)C(C)C)cc1,i,i,0.0,i,11,-2,i,-22,i,-6,i
Nc1ccc(NC(=O)CCN2CCOCC2)cc1,i,i,-0.6,i,3,-5,i,-31,i,0,i
Cc1cc(OC(=O)c2ccccc2F)c([N+](=O)[O-])c(=O)[nH]1,i,i,-1.9,i,-11,-17,i,-19,i,-5,i
O=C(NC(c1ccccc1)C(Cl)Cl)c1ccccc1 (stereo not drawn),i,i,0.5,i,-2,-3,i,-11,i,2,i
CSc1ccccc1NC(=O)c1ccncc1,i,i,0.3,i,0,-31,i,-11,i,3,i
O=C(Nc1ccc(OC(F)F)c(Cl)c1)C(c1ccccc1)c1ccccc1,i,i,-0.3,i,14,26,i,-18,i,2,i
Cc1ccn2c(=O)nc(SCC(=O)NCCc3ccccc3)nc2c1,i,i,0.1,i,-5,4,i,/,i,/,i
COc1ccc(S(=O)(=O)N2CCC(N3CCN(c4ccccc4OC)CC3)CC2)cc1,i,i,0.0,i,3,1,i,-5,i,8,i
COc1cc(Br)cc(CN2CCN(C/C=C/c3ccccc3)CC2)c1O,i,i,-0.5,i,2,11,i,11,i,-1,i
CNC(=O)NC1CCCCc2sccc21 (stereo not drawn),i,i,0.4,i,2,5,i,-18,i,-6,i
CC(C)[C@H](NS(=O)(=O)c1ccc2c(c1)OCCO2)C(=O)OCC(=O)Nc1ccccc1,i,i,-0.3,i,-1,5,i,-27,i,1,i
Cc1cccc(NC(=O)CSc2nc3c(oc4ccccc43)c(=O)n2-c2ccccc2)c1,i,i,0.8,i,8,-1,i,-36,i,6,i
COc1ccc(/C=C2/SC(=S)NC2=O)cc1OCc1ccccc1,i,i,-2.1,i,26,48,i,0,i,6,i
O=C(C1CCCN(S(=O)(=O)c2cccnc2)C1)N1CCN(c2ccccn2)CC1 (stereo not drawn),i,i,0.0,i,-2,6,i,-28,i,-3,i
Cc1ccccc1C1NC(c2ccccc2C)C(C)C(=O)C1C (stereo not drawn),i,i,0.4,i,12,11,i,-37,i,2,i
Cc1ccc(C(=O)N/C(=C\c2ccc(-c3cccc([N+](=O)[O-])c3)o2)C(=O)NCCCN(C)C)cc1,i,i,0.6,i,0,-16,i,-22,i,-7,i
CCN(CC)S(=O)(=O)N1CCC(C(=O)NCC2COc3ccccc3O2)CC1 (stereo not drawn),i,i,0.0,i,2,22,i,-30,i,-2,i
COc1cc(/C=N/NC(=O)CSc2nc3ccccc3n2C)cc(OC)c1OC,i,i,0.0,i,0,10,i,13,i,-9,i
C/C(N)=C(/C#N)C(=O)COC(=O)Cc1coc2cc(C)ccc12,i,i,-0.3,i,-3,-12,i,-23,i,-4,i
CN1C(C(=O)Nc2ccc(OC(F)(F)F)cc2)=CC(c2ccco2)=NS1(=O)=O,i,i,0.8,i,1,15,i,-45,i,7,i
COCCNC(=O)C(c1cccs1)N(C(=O)Cn1nnc2ccccc21)c1cccc(C)c1 (stereo not drawn),i,i,-2.9,i,3,-8,i,15,i,2,i
CC(C)CCNC(=O)CCCOc1ccccc1,i,i,-0.9,i,-7,-5,i,-16,i,-4,i
Cc1ccc(SCCN)cc1C,i,i,-0.1,i,4,-6,i,-6,i,-2,83*
CCCCNS(=O)(=O)c1ccc2nc(SCC(=O)c3ccc(C#N)cc3)[nH]c2c1,i,i,-0.1,i,4,-2,i,-26,i,1,i
COc1ccc(N2C(=O)CC(NC34CC5CC(CC(C5)C3)C4)C2=O)c(OC)c1 (stereo not drawn),i,i,-0.2,i,-16,5,i,-12,i,-4,i

Next part; the last 2 above are carried over.
smiles,TRPC4 PAM,MrgX1 antag,HIF act,TRPC4 inh,SKKanGAS inh,aSyn UTR inh,TRPC6 act,KLF5 inh,TRPC6 inh,IEC-6 tox,TRPC4 agonist
CCCCNS(=O)(=O)c1ccc2nc(SCC(=O)c3ccc(C#N)cc3)[nH]c2c1,i,i,-0.1,i,4,-2,i,-26,i,1,i
COc1ccc(N2C(=O)CC(NC34CC5CC(CC(C5)C3)C4)C2=O)c(OC)c1 (stereo not drawn),i,i,-0.2,i,-16,5,i,-12,i,-4,i
COc1cc(NS(=O)(=O)c2cccc3nsnc23)cc(OC)c1,i,i,0.1,i,4,-8,i,-24,i,4,i
Cn1cc(Br)c(C(=O)NC(=S)Nc2ccc(S(N)(=O)=O)cc2)n1,i,i,0.0,i,-6,3,i,-13,i,2,i
O=C(COC(=O)c1cccc(Br)c1)NCCc1ccc(F)cc1,i,i,-0.2,i,-16,5,i,-12,i,-4,i
O=c1c(Cc2ccc(F)cc2)c(O)ccn1C1CCCCC1,i,i,-0.2,i,-6,-4,i,-18,i,0,i
COc1ccc(-c2cc(C(=O)N3CC(C)CC(C)C3)c3ccccc3n2)cc1 (stereo not drawn),18*,i,0.0,i,-22,12,i,/,i,/,i
Nn1c(SC/C=C/c2ccccc2)nnc1-c1cccnc1,i,i,0.8,i,-14,-19,i,26,i,3,i
CC(C)CNC(=O)c1ccc(COc2ccc(Cl)cc2Cl)o1,i,i,0.2,i,9,7,i,1,i,7,i
Cc1ccc(-n2nc3c(=O)n(CCCC(=O)NCCc4ccccc4C)nc(C)c3c2C)cc1,i,i,0.4,i,7,39,i,-8,i,20,i
CCOc1ccc(NS(=O)(=O)c2c(C(=O)N3CCCCCC3)c(C)n(C)c2C)cc1,i,i,-0.3,i,-2,2,i,-22,i,8,i
Cc1nc(=O)c(-c2ccccc2)c(C)n1-c1cccc(C(=O)O)c1,i,i,-0.2,i,-5,7,i,-9,i,-1,i
CN(Cc1cc2ccccc2[nH]c1=O)S(=O)(=O)c1ccccc1,i,i,0.0,i,-4,-45,i,-19,i,-5,i
Cn1ncc(Br)c1NC(=O)c1cc(Cl)cc(Cl)c1,i,i,-0.5,i,1,6,i,-52,i,-2,i
Cc1nn(Cc2cccc(C(=O)NC(C)c3ccc(C(C)(C)C)cc3)c2)c(C)c1[N+](=O)[O-] (stereo not drawn),i,i,-0.3,i,24,30,i,-45,i,2,i
COc1ccc(CNC(=O)C(OC(=O)c2ccco2)c2ccc(F)cc2)cc1 (stereo not drawn),i,i,0.0,i,17,-8,i,-36,i,-5,i
CCCCOc1ccc(NC(=O)CSc2cccc3cccnc23)cc1,i,-6.7*,-0.2,i,-11,-13,i,-26,i,-4,i
COc1ccccc1NC(=O)/C(=C/c1cccs1)NC(=O)c1ccco1,i,i,0.0,i,-1,-27,i,1,i,4,i
COc1ccc(C)cc1NC(=O)CSc1ccc(-c2cccnc2)nn1,i,i,/,i,4,6,i,-1,i,-8,i
CCOc1ccc(S(=O)(=O)N2CCN(C(=O)Cc3ccc(S(=O)(=O)N4CCOCC4)s3)CC2)cc1,i,i,-0.1,i,-11,22,i,/,i,/,i
O=C(N/N=C/c1cccs1)[C@H]1C[C@@H]1c1ccccc1,i,i,-0.4,i,-4,-11,i,-20,i,2,i
O=C(COC(=O)COc1ccccc1[N+](=O)[O-])Nc1ccc(S(=O)(=O)N2CCCCC2)cc1,i,i,0.0,i,2,-23,i,-8,i,-2,i
N#Cc1nc(COc2ccccc2)oc1N1CCOCC1,i,i,1.4,i,1,-3,i,-18,i,4,i
COC(=O)CCS(=O)(=O)c1ccc(NC(C)=O)cc1,i,i,-0.2,i,-1,-1,i,-6,i,1,i
Cc1cc(C)nc(NS(=O)(=O)c2ccc(NC(=S)NC(=O)C3CCCC3)cc2)n1,i,i,-0.3,i,7,2,i,-31,i,4,i
COC(=O)/C(=C\C(=O)c1ccccc1)Nc1ccc(OC)cc1,i,i,2.9,i,-9,-93,i,-53,i,-4,i
Cc1c(OCC(=O)C(C)(C)C)ccc2c3c(c(=O)oc12)CCCC3,i,i,-0.8,i,-7,-97,i,-34,i,-1,i
CCOC(=O)N1CCN(S(=O)(=O)N2CCCC(C(=O)NCc3ccc(OC)cc3OC)C2)CC1 (stereo not drawn),i,i,-0.5,i,1,2,i,-16,i,-8,i
Cc1cc(C)n2nc(C(=O)N/N=C/C=C/c3ccccc3)nc2n1,i,i,0.5,i,-2,1,i,-9,i,-1,i
CCCCCCSc1ccc(-c2nc3ccc(C)cn3c2NC2CCCCC2)cc1,i,i,-8.9,i,19,-36,i,/,i,/,i
CCc1[nH]nc(C(=O)N2CCCC(C(=O)c3cccc(C(F)(F)F)c3)C2)c1C (stereo not drawn),i,i,-1.1,i,-13,-16,i,-66,i,-1,i
COc1ccc(NS(=O)(=O)c2cc(NC(=O)C3CC3)ccc2N2CCOCC2)cc1,i,i,-0.3,i,-2,-2,i,-18,i,0,i
O=S(=O)(/N=C(/Nc1cccc2ccccc12)c1ccccc1)c1cccs1,i,i,-0.7,i,0,-3,i,4,i,-2,i
Cc1cccc(NC(=S)NCCC(C)C)c1,i,i,0.2,i,-5,32,i,-30,i,0,i
COc1ccc(N2CCN(C(=O)NCc3cccc(OC)c3)CC2)cc1,i,i,-0.3,i,-4,12,i,-7,i,-1,i
Cc1ccc(Cl)cc1NS(=O)(=O)N1CCOCC1,i,i,0.8,i,0,4,i,2,i,6,i
Cc1cnc(CN2CCCC(C(=O)c3ccc4c5c(cccc35)CC4)C2)[nH]1 (stereo not drawn),i,i,-0.5,i,18,7,i,-29,i,5,i
O=c1cnnc(Nc2ccc(F)cc2)[nH]1,i,i,-0.2,i,-7,0,i,-15,i,-2,i

Source: PubChem (several laboratories)
